Bioassay records: PubChem BioAssay, several laboratories
Ecoli viability: E. coli V3065 growth inhibition, primary screen, counter-screen for AddAB inhibitor project, absorbance, OD600; inhibition, % at 11.9 µM; AID 449728, 2010; 18 h; 330,000 tested, 0.27% active;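 active = inhibition above the campaign's mean inhibition across all tested compounds plus 3 SD, cut at about 9.9% in these data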;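 also: uninfected addAB+ strain grown without phage in ampicillin broth; 0% = DMSO wells and 100% = ciprofloxacin 0.95 µg/ml wells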
Arrestin-AP2 inh: inhibitors of beta-arrestin/AP2 binding, primary screen, biochemical, GPCR trafficking, flow cytometry; beta-arrestin 1 C-terminal peptide binding to AP2 beta2-adaptin appendage (human); FITC-arrestin peptide / GST-AP2 beads; AP2 beta2 appendage carries R879A mutation; inhibition, % at 10 µM; 340,000 tested, 0.31% active;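 active = inhibition above a set limit, near 3 SD of compounds lacking own fluorescence, cut at about 54% in these data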;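 also: plate controls were DMSO wells for no effect and 5 µM unlabelled arrestin peptide for full effect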
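Assay system: GST-AP2 R879A bound to glutathione beads, E. coli-expressed; Medium: PBS with 0.05% Tween 20 and 0.1% BSA; Also added: fluorescein-tagged arrestin peptide at 50 nM final; Timing: 12 min plus 1 h, RT; Measured by: flow cytometry, FL1 (488/535 nm); Evaluation: percent drop in bead-associated FITC signal.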
OPRM1-OPRD1 inv: inverse agonists of MOR-DOR heterodimerization, primary screen, cell-based, luminescence. Mu-type opioid receptor (Homo sapiens) + Delta-type opioid receptor (Homo sapiens), …. cell-based MOR-DOR heterodimer luminescence, inverse agonism. inhibition, % at 9.3 µM. 340,000 tested, 0.21% active. AID 504357, 2011; in the data active = inhibition above about 22%, passing the limit was not always enough;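 also: 0% = cells with DMSO and 100% = wells without cells with DMSO; values of inactives mirror those of a sister screen read the other way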
Target sequence (P35372 whole entry, looked up): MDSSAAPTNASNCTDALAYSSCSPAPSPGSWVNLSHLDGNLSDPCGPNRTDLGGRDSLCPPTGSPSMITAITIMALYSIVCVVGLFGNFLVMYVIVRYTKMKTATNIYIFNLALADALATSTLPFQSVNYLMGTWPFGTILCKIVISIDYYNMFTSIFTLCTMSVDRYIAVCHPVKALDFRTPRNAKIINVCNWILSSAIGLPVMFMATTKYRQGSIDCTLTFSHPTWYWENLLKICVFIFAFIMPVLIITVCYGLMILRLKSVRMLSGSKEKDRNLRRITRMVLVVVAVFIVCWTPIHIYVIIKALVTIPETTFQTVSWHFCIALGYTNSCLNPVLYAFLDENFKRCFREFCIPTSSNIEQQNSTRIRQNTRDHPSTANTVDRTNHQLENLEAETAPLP
Target sequence (P41143 whole entry, looked up): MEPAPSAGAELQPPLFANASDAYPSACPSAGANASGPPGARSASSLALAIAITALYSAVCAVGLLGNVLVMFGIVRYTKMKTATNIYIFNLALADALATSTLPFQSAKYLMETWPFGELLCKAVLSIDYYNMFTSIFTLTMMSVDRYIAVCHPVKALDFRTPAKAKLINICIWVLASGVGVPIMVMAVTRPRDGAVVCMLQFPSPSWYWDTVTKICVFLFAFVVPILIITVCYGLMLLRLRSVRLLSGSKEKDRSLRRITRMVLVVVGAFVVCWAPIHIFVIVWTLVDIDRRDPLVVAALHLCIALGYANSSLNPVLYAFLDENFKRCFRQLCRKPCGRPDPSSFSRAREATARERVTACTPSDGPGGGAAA
SUMO Mot1 rescue: yeast Mot1-301 growth rescue at high temperature, primary screen, SUMOylation pathway inhibitor project, S. cerevisiae, ATP luminescence, 38.5C; growth rescue, % at 18.8 µM; S. cerevisiae Mot1-301 growth rescue; percent above DMSO median, 100 means doubled; 320,000 tested, 1% active;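 active = every valid replicate shows activation above 250% relative to neutral control wells; inactive = the rest, any valid replicate at or below 250%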;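 also: OY570 slx delta 5 strain wells were the positive control but not used for scaling; some compounds called inactive have numbers as strong as hits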
DSG3 Ab inh: inhibitors of pemphigus antibody binding to DSG3, primary screen, biochemical, bead-based, flow cytometry, scFv-GFP; Desmoglein-3 (Homo sapiens), P32926; DSG3-coupled beads, scFv-anti-DSG3-GFP binding; stronger effect = lower value; binding (percent of control), % at 10 µM; 310,000 tested, 0.48% active;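 active = binding more than 3 SD below its plate's average and above zero; inconclusive = below that plate limit but binding exactly zero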;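 also: hits lower antibody fragment binding to DSG3; some compounds called inactive have numbers as strong as hits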
PKA-R1A act: activators of PKA-R1A holoenzyme, primary screen, biochemical, fluorescence polarization, Cy5-IP20, bovine R1A, mouse PKAc | cAMP-dependent protein kinase type I-alpha regulatory subunit (Bos taurus) + … | activation, % at 11.4 µM | PKA-R1A dissociation; scaled: DMSO 0%, 113 µM cGMP 100% | AID 504707, 2011 | 340,000 tested, 0.083% active;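 active = percent activation above the mean of all tested compounds plus 3 SD, cut at about 19% in these data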;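 also: higher means more PKAc released from R1A so a rise in polarization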
PfHsp90 yeast 2: growth inhibition of PfHsp90-expressing yeast, primary screen, antimalarial PfHsp90 inhibitor project, S. cerevisiae, BacTiter-Glo luminescence, single point, set 2 | BacTiter-Glo ATP, 48 h; yeast lacking PDR1 and PDR3 efflux regulators | inhibition, % at 9.4 µM | 310,000 tested, 0.32% active | AID 504621, 2011;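 active = every replicate shows inhibition above about 80%, whatever the replicate mean, limit read from the data; inconclusive = mean inhibition reaches the set limit but some replicate falls short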;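 also: 0% = DMSO neutral controls and 100% = 20 µM radicicol positive controls; yeast relying on Plasmodium falciparum Hsp90 in place of its own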
AddAB inh: growth inhibition of E. coli expressing H. pylori AddAB, primary screen, AddAB inhibitor project, absorbance | inhibition, % at 11.9 µM | 330,000 tested, 0.29% active; in the data active = inhibition above about 12%;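 also: 0% = vehicle wells of infected cells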
Tat export inh: E. coli Tat export inhibitors, primary screen, MC4100, TorA-mCherry reporter, fluorescence, single point | inhibition, % at 10 µM | 340,000 tested, 0.036% active | AID 488895, 2010;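 active = mean replicate inhibition at least 50% and at least half of replicates individually reaching 50%; inconclusive = only one of the two criteria met; inactive = neither criterion met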;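 also: exported cargo escapes ClpAP degradation while cytoplasmic cargo is degraded and loses fluorescence; 0% = median of neutral control wells and 100% = median of NaSCN control wells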
phage Ecoli inh: growth loss of phage-infected E. coli, primary screen, RecBCD inhibitor project, absorbance, with phage, HTS; inhibition, % at 11.9 µM; 360,000 tested, 0.26% active; AID 651602, 2012; in the data active = inhibition above about 11%
MOR-DOR ag: agonists of OPRM1-OPRD1 heterodimerization, primary screen, cell-based, luminescence | cells | activation, % at 9.3 µM | 340,000 tested, 0.3% active | AID 504326, 2011; in the data active = activation above about 18%;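 also: 0% = vehicle-treated cells and 100% = reference agonist; values of inactives mirror those of a sister screen read the other way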
The depositor's hits bear a star; ? = inconclusive; · = no result given.

SMILES	Ecoli viability	Arrestin-AP2 inh	OPRM1-OPRD1 inv	SUMO Mot1 rescue	DSG3 Ab inh	PKA-R1A act	PfHsp90 yeast 2	AddAB inh	Tat export inh	phage Ecoli inh	MOR-DOR ag
CCC(C(=O)OCC(=O)Nc1ccc(OC)cc1OC)c1ccccc1 (stereo unspecified)	1.6	-1.3	5.7	-2.4	106.0	-9.4	13.0	3.8	-2.7	0.5	-1.0
C/C(=N\NC(=O)c1ccccc1C)c1cccc([N+](=O)[O-])c1	-3.4	21.0	11.8	13.7	·	1.6	-31.7	2.3	-1.9	0.1	-1.9
CCOC(=O)C1CCCN(C2CC(=O)N(c3ccc(N4C(=O)CC(N5CCCC(C(=O)OCC)C5)C4=O)cc3)C2=O)C1 (stereo unspecified)	-2.5	-5.0	-1.9	-18.8	86.1	7.5	-18.3	-0.8	-4.7	2.8	0.3
COc1ccc2c(C)cc(SCC(=O)Nc3cc(C(N)=O)cc(C(N)=O)c3)nc2c1	-1.1	13.8	-8.6	-1.3	99.7	1.8	-31.2	0.8	1.6	0.6	1.6
Cc1cc(CNC(=O)c2cccnc2Cl)c2ccccc2n1	-2.5	21.2	0.6	-2.4	123.5	-8.8	·	0.7	-5.6	0.8	-0.1
CC[C@H]1C/C=C\Cc2ccccc2[C@H](C(=O)C[C@@H](O)CC(C)=O)OC1=O	-0.2	0.1	7.8	-15.8	98.2	-1.8	1.8	1.5	-0.2	3.1	-1.7
CCn1c(NCc2cccs2)nc2ccccc21	-1.7	-0.9	10.1	11.9	110.6	-18.6	-10.2	0.5	-1.7	1.4	-2.4
CCn1c(/C=C/c2ccccc2)nc2ccccc2c1=O	-3.6	13.6	-20.9	400.8	100.8	-0.5	-1.7	3.7	-4.1	3.8	2.9
CCOCCCN(C)C1CCN(S(=O)(=O)c2csc(C(N)=O)c2)CC1	3.5	41.2	7.4	-16.7	94.6	14.2	2.9	1.9	-5.0	0.3	-1.4
O=C(NC1CCCC1)C(c1cccnc1)N(C(=O)c1csnn1)c1ccc(F)cc1 (stereo unspecified)	-2.6	1.3	-6.0	16.0	103.5	-2.2	-38.2	-0.2	-3.7	-2.4	1.1
Cc1ccc(-c2nc(CN3CCN(c4cnccn4)CC3)c(C)o2)o1	0.3	-10.4	0.1	474.9	100.0	6.1	-31.1	2.7	0.5	1.6	0.0
O=C1Nc2ccccc2OC1CC(=O)N1CCOCC1 (stereo unspecified)	-0.1	-0.5	-5.5	259.1	106.1	3.4	-2.6	3.7	4.9	2.3	1.1
O=C(NC(=S)NCc1ccc(-c2nc3ccccc3s2)cc1)c1ccco1	-3.2	4.2	7.4	6.4	100.0	-5.2	-8.1	2.4	-9.6	1.3	-1.3
CCN(CC)CCn1c(SCC(=O)NCc2ccccc2)nc2c(sc3ccccc32)c1=O	1.8	-1.0	9.7	5.3	96.0	-5.1	11.6	-0.3	8.0	1.8	-2.0
COc1cc(CC2COC(c3ccc(O)c(OC)c3)C2COC(C)=O)ccc1O (stereo unspecified)	-2.3	-2.2	0.4	392.1	105.3	-1.4	-19.9	1.5	4.4	3.7	-0.1
COC(=O)c1sc(N2C(=O)C(O)=C(C(=O)c3ccc(C)o3)C2c2ccco2)nc1C (stereo unspecified)	1.4	15.8	12.9	0.3	·	-1.8	-1.8	4.9	-0.4	0.1	-2.4
CC(C)n1c(-c2ccncc2)n[nH]c1=S	0.5	0.5	3.4	-15.1	100.2	-8.3	4.0	2.1	-3.7	1.2	-0.7
CCOC(=O)c1c(C)n(-c2ccc(C)cc2)c2ccc(O)c(CN(C)C)c12	2.2	-5.4	-4.5	-10.5	96.3	-2.9	-23.7	2.9	8.6	4.1	0.9
O=C(c1ccc(F)cc1)C1CCN(C(=O)c2ccc(F)cc2)CC1	-0.6	-8.0	14.7	-13.2	98.0	-4.2	-0.9	-2.0	1.6	1.9	-3.1
CCOc1cc(C(=O)NCCc2ccc(S(N)(=O)=O)cc2)cc(OCC)c1OCC	0.8	-15.2	3.5	-17.8	99.8	0.6	-20.8	0.8	4.0	1.1	-0.6

Limited to OPRM1-OPRD1 inv and Arrestin-AP2 inh (4 entries from above):
SMILES,OPRM1-OPRD1 inv,Arrestin-AP2 inh
Cc1cc(CNC(=O)c2cccnc2Cl)c2ccccc2n1,0.6,21.2
CC[C@H]1C/C=C\Cc2ccccc2[C@H](C(=O)C[C@@H](O)CC(C)=O)OC1=O,7.8,0.1
CCn1c(NCc2cccs2)nc2ccccc21,10.1,-0.9
CCn1c(/C=C/c2ccccc2)nc2ccccc2c1=O,-20.9,13.6

Going on with the list.
SMILES	Ecoli viability	Arrestin-AP2 inh	OPRM1-OPRD1 inv	SUMO Mot1 rescue	DSG3 Ab inh	PKA-R1A act	PfHsp90 yeast 2	AddAB inh	Tat export inh	phage Ecoli inh	MOR-DOR ag
NC(=O)c1ccsc1NC(=O)COC(=O)c1cc(Cl)ccc1O	-1.5	1.5	-0.1	-10.1	93.7	-14.5	-11.0	-2.4	0.1	3.3	0.0
CCOc1ccc(NCc2nnc(SCC(=O)Nc3cc(C)on3)n2-c2ccccc2OC)cc1	-1.3	20.1	9.6	-7.5	·	-17.8	9.9	-1.5	8.6	·	-1.8
Cn1c(NN)nc2ccccc2c1=O	0.2	4.8	3.2	-10.3	100.2	-22.3	0.5	2.7	-13.0	1.4	-0.6
S=C(Nc1ccccc1)N1CCOCC1	-0.9	-3.1	10.4	-3.0	108.8	4.5	13.0	2.0	-2.4	3.6	-2.2
COc1ccc(C(=O)Nc2cc(C)nn2-c2ccc(F)cc2)cc1	1.3	-2.4	-5.9	-2.6	88.2	0.6	7.1	2.8	1.7	3.0	0.7
COc1cccc(C(=O)NC2CCCc3ccccc32)c1 (stereo unspecified)	0.0	21.7	3.6	2.4	100.0	-7.8	8.0	0.2	0.9	0.6	-0.7
CCCn1c(C(C)Nc2nc(-c3ccc(C)cc3)cs2)nc2cc(Cl)c(Cl)cc21 (stereo unspecified)	0.3	-5.2	9.5	-6.5	99.8	-4.0	-13.4	2.1	-9.7	-0.5	-1.7
Cc1ccc(-c2c(C(=O)N3CCOCC3)oc(=O)c3ccccc23)cc1	0.5	6.9	-9.8	-6.1	108.3	6.5	6.8	0.0	6.9	3.6	1.9
COCCNS(=O)(=O)c1ccc(SC)cc1	3.4	3.3	3.3	121.1	83.0	0.0	-0.7	-0.3	0.1	0.3	-0.6
CCOc1ccc(N(CC(=O)NN=C2CCN(C)CC2)S(=O)(=O)c2ccc(Br)cc2)cc1	·	2.8	-3.0	-18.4	109.1	0.3	-24.1	·	-0.3	2.3	0.5
CNC(=S)n1cnc(N)n1	-0.7	5.2	4.0	229.9	92.9	6.1	-13.4	0.4	5.5	0.2	-0.7
CC(=O)N(c1ccccc1)c1nc(C)cc(C)c1C#N	-1.6	-2.6	8.8	-18.3	·	0.6	15.0	0.3	-8.7	4.3	-1.8
COc1ccc(/C=C/c2cc(O)cc(OC3OC(CO)C(O)C(O)C3O)c2)cc1 (stereo unspecified)	·	7.8	1.7	·	99.1	2.5	-3.2	·	-8.2	3.0	-0.3
CCOc1ncccc1C(=O)OCCCC(=O)c1ccc(Br)cc1	0.0	25.7	-9.6	13.1	109.8	-7.5	-45.4	2.5	5.7	3.0	2.4
CC1(C)Cc2c(sc3[nH]c(=S)n(Cc4ccccc4)c(=O)c23)CO1	-2.8	-4.9	12.3	23.6	82.0	-5.3	-57.2	-0.8	3.5	2.3	-2.2
COC(=O)c1c(NC(=O)c2ccccc2F)sc(C(=O)N2CCOCC2)c1C	-0.3	-9.8	-4.0	-5.2	103.1	7.6	-4.3	0.0	-2.7	2.3	0.5
O=C(/C=C/Nc1ccccc1Br)c1ccccn1	0.7	6.4	-16.3	65.2	97.1	-15.0	-0.3	-0.2	?	3.9	2.8
O=C(COC(=O)c1ccc2[nH]c3c(c2c1)CCCC3)NC1CCS(=O)(=O)C1 (stereo unspecified)	-0.2	7.1	3.8	·	103.3	-8.1	-5.7	4.4	-13.1	0.0	-0.7
COc1ccccc1N1CC(C(=O)Nc2cc(C(F)(F)F)ccc2N2CCCC2)CC1=O (stereo unspecified)	1.8	-8.4	0.5	6.1	90.3	-11.3	·	-1.9	-9.8	4.9	-0.1
CCOCCCNC(=S)N1CCN(C(=O)C(=O)Nc2ccc(C(=O)OC)cc2)CC1	2.7	8.1	6.1	42.7	101.8	7.4	11.7	1.0	-0.5	3.9	-1.1
Nc1cccc2c1C(=O)N(Cc1nnc(-c3ccccc3Br)o1)C2=O	1.5	-3.4	-7.2	2.6	93.8	2.0	15.4	0.9	3.2	1.9	1.3
CCCc1cc(=O)oc2cc(C)cc(OCC(=O)NC(Cc3ccc(Cl)cc3)C(=O)O)c12 (stereo unspecified)	1.0	4.7	7.8	-1.5	102.5	-14.3	-15.2	0.8	-1.3	5.4	-1.6
CN(C)CCCNc1ncnc2scc(-c3ccccc3)c12	0.8	5.7	17.1	4.6	114.7	4.3	-26.2	1.7	2.2	-2.8	-3.6
Nc1nnc(CSCc2ccc(Cl)cc2Cl)s1	1.6	9.6	8.3	55.9	101.0	-1.7	-13.8	-2.1	0.2	1.1	-1.6
Cc1cc(C)nc(-n2nc(C)cc2NC(=O)CN2CCC(C)CC2)n1	0.4	14.4	18.4	-5.3	125.1	-8.0	8.3	-0.4	-5.3	-2.0	-3.1
CCOC(=O)c1ccc(N2C(=O)C=C(N3CCOCC3)C2=O)cc1	1.0	-2.1	11.3	-17.9	82.8	4.0	-7.5	2.9	-6.7	3.1	-2.3

Record cards (already shown). Values in the order: Ecoli viability, Arrestin-AP2 inh, OPRM1-OPRD1 inv, SUMO Mot1 rescue, DSG3 Ab inh, PKA-R1A act, PfHsp90 yeast 2, AddAB inh, Tat export inh, phage Ecoli inh, MOR-DOR ag
NC(=O)c1ccsc1NC(=O)COC(=O)c1cc(Cl)ccc1O in the list: -1.5, 1.5, -0.1, -10.1, 93.7, -14.5, -11.0, -2.4, 0.1, 3.3, 0.0
CC1(C)Cc2c(sc3[nH]c(=S)n(Cc4ccccc4)c(=O)c23)CO1 in the list: -2.8, -4.9, 12.3, 23.6, 82.0, -5.3, -57.2, -0.8, 3.5, 2.3, -2.2
